Eya2 phos inh: qHTS Assay for Inhibitors of the Phosphatase Activity of Eya2; recombinant Eya2, OMFP fluorescence dephosphorylation (OMFP is methylfluorescein phosphate); Potency, µM (highest dose often 76.9 µM), without a hit: at the highest dose activity, negative = inhibition, most hits filed as inhibitors; 0.006% of 330,000 active; AID 488837, 2010; also: potency is read from the fitted curve at half-maximal effect
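Eya2 protein (added as 0.2 uM solution) was preincubated with compound for 10 min at ambient temperature in 50 mM HEPES pH 7.5, 50 mM NaCl, 5 uM MgCl2, 0.05% BSA, 1 mM DTT. OMFP (added at 50 uM) then reacted 10 min; fluorescence read at 485/525 nm.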
GALK inhibitor: qHTS Assay for Inhibitors of Human Galactokinase (GALK). 0.007% of 270,000 active. P51570. Purified GALK, Kinase-Glo residual ATP luminescence. Potency, µM (highest dose often 57.5 µM), inactives show top-dose activity change, negative = inhibition, actives largely listed as inhibitors; also: potency is read from the fitted curve at half-maximal effect
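Quantitative HTS: GALK 5 nM, ATP 35 uM, galactose 100 uM, 1 h room temperature, then luciferase-based ATP detection.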
Chronic BCR inh: qHTS Assay to Find Inhibitors of Chronic Active B-Cell Receptor Signaling; ABC-DLBCL IkBa-CBG/CBR reporter, luminescence ratio, 4 h; Potency, µM (top dose mostly 46.1 µM), inactives show at the highest dose ratio change, negative = lower green/red ratio, hits mostly inhibitors; 0.05% of 340,000 active; AID 493014, 2011; active = well fitted inhibition curve with a large enough effect in the signal ratio, with a control signal flat, not every such curve was filed as active; inconclusive = small, poorly fitted or top-dose-only effect, or effect the other way, or a change in a side signal; the % refers to the signal ratio;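 also: potency is read from the fitted curve at half-maximal effect; plate controls were basal doxycycline-induced cells for no effect and cells given 10 µM MG132 for full effect; MG132 reads +100%, hits lower the ratio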
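Concentration-response series (up to 46 uM) were applied to TMD8 dual-reporter cells for 4 h at 37C with doxycycline. Green/red ratio, after filter-overlap correction, defined %Activity; red signal alone was normalised to basal cells and zero luminescence.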
uPA surface inh: qHTS for Inhibitors of Cell Surface uPA Generation; cell surface uPA generation assay, qHTS; Potency, µM (series often up to 38.3 µM), inactives show at the top dose activity change, negative = inhibition, usual class: inhibitors; 0.31% of 330,000 active; active = well fitted inhibition curve with a large enough effect; inconclusive = small, poorly fitted or top-dose-only effect; inactive = no such curve, though single readings can be large or run the other way; tested in mouse RAW 264.7 cells; also: potency is read from the fitted curve at half-maximal effect; nearly all actives have a fitted effect of over 55% in size
USP2a block: qHTS Assay for Inhibitors of Ubiquitin-specific Protease USP2a Using CHOP2 as the Reporter; Ubiquitin carboxyl-terminal hydrolase 2 (Homo sapiens), O75604; USP2 core, Ub-CHOP2 coupled fluorogenic reporter, 485/531; Potency, µM (titrated, usually from 38.3 µM), inactives show at the top dose activity change, negative = inhibition, most hits filed as inhibitors; 0.01% of 330,000 active; AID 463254, 2010;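 also: potency is read from the fitted curve at half-maximal effect; plate controls were DMSO wells for no effect and full inhibition by NEM control for full effect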
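Deubiquitinase activity read as fluorescence (485/531 nm) after Ub-CHOP2 cleavage activates the enterokinase reporter on its substrate; USP2 core 10nM, Ub-CHOP2 and substrate 25nM each, 30min compound preincubation then 60min RT; data normalized to NEM, curves fitted.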
PKM2 act: qHTS Assay for Activators of Human Muscle isoform 2 Pyruvate Kinase; Pyruvate kinase PKM (Homo sapiens), P14618; purified PKM2, Kinase-Glo ATP luminescence, activation; response scale: 0% is enzyme alone, no compound; Potency, µM (doses to about 57.5 µM), without a hit: top-dose activation, hits mostly activators; 0.34% of 260,000 active; also: potency is read from the fitted curve at half-maximal effect; nearly all actives have a fitted effect of over 55% in size
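Purified hPK-M2 (>95% pure) converted ADP (0.1 mM final) to ATP with 0.5 mM PEP in 50 mM imidazole pH7.2, KCl, MgCl2, Tween 20, BSA; 1 h at room temperature. ATP detected by Kinase-Glo luminescence.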
Coupling enz: qHTS Assay for Inhibitors of Fructose-1,6-bisphosphate Aldolase from Giardia Lamblia: Coupling assay counterscreen. coupling enzyme system counterscreen, AmpLite Red fluorescence. activity change, negative = inhibition, % at 58.2 µM, hits read low. 0.67% of 290,000 active. AID 2472, 2010; in the data active = activity change below about -30%
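Coupling enzymes only (glyceraldehyde-3-phosphate) + compound, at 57.5 uM final, 10 min RT; add substrate/coupling/AmpLite Red mix, 20 min RT; fluorescence ex 525/em 598 nm. Actives flag coupling-system interference.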
hERG WT inh: qHTS for Inhibitors of KCHN2 3.1: Wildtype qHTS | Voltage-gated inwardly rectifying potassium channel KCNH2 (Homo sapiens), Q12809 | activity change, % at 1.84 µM | U2OS, BacMam KCNH2, thallium flux FluxOr; stronger effect = lower value | 0.37% of 340,000 active;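 active = maximum activity change below -70%; inconclusive = maximum activity change between -70% and -50%; inactive = maximum activity change above -50%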
Target sequence (Q12809 whole entry, looked up): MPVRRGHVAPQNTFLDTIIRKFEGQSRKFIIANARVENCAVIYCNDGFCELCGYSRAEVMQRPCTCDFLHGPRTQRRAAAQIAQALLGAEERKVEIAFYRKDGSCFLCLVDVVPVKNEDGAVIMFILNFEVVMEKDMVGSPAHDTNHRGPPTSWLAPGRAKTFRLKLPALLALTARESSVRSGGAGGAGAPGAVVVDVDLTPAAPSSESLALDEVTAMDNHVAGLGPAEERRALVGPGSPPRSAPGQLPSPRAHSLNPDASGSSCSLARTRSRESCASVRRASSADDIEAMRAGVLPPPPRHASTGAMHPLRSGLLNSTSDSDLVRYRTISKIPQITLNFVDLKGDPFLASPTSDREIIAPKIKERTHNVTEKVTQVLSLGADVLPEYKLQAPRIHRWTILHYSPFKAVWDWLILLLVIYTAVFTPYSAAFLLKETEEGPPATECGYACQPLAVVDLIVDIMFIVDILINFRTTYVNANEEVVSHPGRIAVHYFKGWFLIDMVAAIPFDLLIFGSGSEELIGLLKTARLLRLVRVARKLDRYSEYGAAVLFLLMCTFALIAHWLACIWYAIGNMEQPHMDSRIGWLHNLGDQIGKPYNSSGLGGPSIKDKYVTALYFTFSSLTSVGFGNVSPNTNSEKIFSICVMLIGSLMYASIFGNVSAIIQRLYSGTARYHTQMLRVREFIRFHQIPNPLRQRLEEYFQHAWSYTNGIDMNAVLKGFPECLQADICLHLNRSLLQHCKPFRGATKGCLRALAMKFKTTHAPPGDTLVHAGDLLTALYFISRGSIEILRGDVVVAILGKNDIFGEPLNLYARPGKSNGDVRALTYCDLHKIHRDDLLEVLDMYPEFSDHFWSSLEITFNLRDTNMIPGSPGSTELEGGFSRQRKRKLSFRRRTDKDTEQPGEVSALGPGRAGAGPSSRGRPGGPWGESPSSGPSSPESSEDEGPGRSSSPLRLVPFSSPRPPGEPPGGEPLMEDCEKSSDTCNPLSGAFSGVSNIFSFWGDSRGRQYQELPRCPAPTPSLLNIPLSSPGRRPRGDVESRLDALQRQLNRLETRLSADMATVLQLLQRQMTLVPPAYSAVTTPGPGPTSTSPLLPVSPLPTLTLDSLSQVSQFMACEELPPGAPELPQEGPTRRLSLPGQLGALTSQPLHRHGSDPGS
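U2OS cells transduced with wild-type KCNH2 virus are loaded with FluxOr dye for 45 min, and thallium flux is measured in kinetic reads before and after stimulation buffer. Rate constants are normalized to DMSO controls.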
B2AR arrestin: qHTS assay of beta-arrestin-biased ligands of beta2-adrenergic receptor; 0.02% of 330,000 active; Beta-2 adrenergic receptor (Homo sapiens), P07550; beta-arrestin recruitment to beta2AR, cell-based reporter; Potency, µM (highest dose often 46.1 µM), for inactives: top-dose activation, usual class: activators;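 also: potency is read from the fitted curve at half-maximal effect; 0% = DMSO controls and full agonism = EC100 isoproterenol or metaproterenol; nearly all actives have a fitted effect of over 65% in size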
Giardia killer: Small Molecules that selectively kill Giardia lamblia: qHTS | AID 540267, 2011 | Giardia lamblia trophozoite viability | 0.15% of 340,000 active | activity change, % at 7.66 µM, hits read low; in the data active = activity change below about -80%; inconclusive = between about -30% and that limit;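 also: parasites exposed to compound for two days anaerobically before the ATP read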
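ATP-content bioluminescence gauges trophozoite survival. Cells (100/well) receive compound and incubate anaerobically for 48 hrs at 37 deg C; detection reagent follows for 15-30 min at room temperature.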
KCNH2 3.1 inh: qHTS for Inhibitors of KCHN2 3.1: Mutant qHTS; Potassium voltage-gated channel subfamily H member 2, brain isoform KCNH2 3.1 (human); U2OS KCNH2 3.1, thallium flux FluxOr; stronger effect = lower value; activity change, % (tested at about 1.8 µM); 0.95% of 340,000 active; AID 720553, 2013;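 active = maximum activity change below -70%; inconclusive = maximum activity change from -70% to -50%; inactive = maximum activity change above -50%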;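 also: thallium influx rate constant from kinetic fluorescence after stimulation buffer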
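FluxOr-based Tl+ influx in U2OS cells transduced with KCNH2 3.1 virus; rate constants normalized to DMSO controls.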
Active calls of the source: *; ? = inconclusive; . = no result given; & = joins results of further samples. Unless noted, calls follow the shape of the dose curve; as a rule, active = well fitted curve in the direction sought with a large enough effect; inconclusive = small, poorly fitted or top-dose-only effect, or another doubt; inactive = no such curve, though single readings can be large; an effect the other way counts as inactive or inconclusive. Unless noted, % is scaled to controls: 0 for no effect and ±100 for the full control effect.

SMILES | Eya2 phos inh | GALK inhibitor | Chronic BCR inh | uPA surface inh | USP2a block | PKM2 act | Coupling enz | hERG WT inh | B2AR arrestin | Giardia killer | KCNH2 3.1 inh
O=C1NC(=O)N(Cc2ccccc2)C(=O)/C1=C/N1CCCc2ccccc21 | 10% | 0% | 3% | -24% | 6% | 14% | 0 | -1 | -0.5% | 12 | -20
C=CCC[C@H](Cc1ccc(F)cc1)C(=O)OC[C@@H](Cc1c[nH]c2ccccc12)NC(=O)[C@H](CC=C)CC(=O)NCCO | -7% | . | ? | -5% | 3% | . | . | -2 | -0.8% | -21 | 2
O=C(c1ccc2c(c1)ncn2-c1ccc(F)cc1F)N1CCC2(CC1)OCCO2 | ? | -1% | -9% | -12% | 2% | 1% | 1 | -2 | -1.1% | 3 | -12
S=C=Nc1cccc(C2(N3CCCCC3)CCCCC2)c1 | 16% | . | ? | -21% | 0% | . | 3 | 7 | ? | -26 | 9
COc1ccc(Cn2c(O)c(/C=N/NC(=O)c3ccccc3)c(=O)[nH]c2=O)cc1 | 1% | 0% | ? | -11% | 2% | 7% | 10 | -5 | 8.4% | 1 | -3
CN1C(=O)C(Cc2cccc3ccccc23)C(=O)N(C)C1=O | 9% | 2% | ? | 2% | 0% | -9% | -21 | -2 | -0.2% | 14 | -9
COc1ccc(-n2nc(C(=O)NCC(=O)N3CCC4(CC3)OCCO4)c3ccccc3c2=O)cc1OC | -7% | 0% | 0% | -9% | -1% | 0% | 2 | -3 | -0.2% | 0 | -23
CN1CCN(c2ccc(C=O)cc2)CC1 | -4% | -2% | 2% | -4% | 0% | -2% | 0 | -6 | 0.4% | 2 | -13
O=C(O)c1cccc(N=Nc2c(O)[nH]c(=O)[nH]c2=O)c1 | -12% | . | ? | -2% | 2% | -29% | 0 | 18 | -1.1% | -16 | 34
Fc1cccc(/C=N/Nc2ncnc3nc[nH]c23)c1 | -6% | . | -17% | ? | 2% | -18% | 1 | 6 | -0.7% | -27 | 27
Cc1c(N=Cc2c(O)n(CCc3ccc(F)cc3)c(=O)[nH]c2=O)c(=O)n(-c2ccccc2)n1C | 4% | -2% | ? | -1% | -2% | 3% | 2 | -15 | 0.3% | -1 | 3
COC(=O)[C@@]12CCCCN1[C@H](c1ccc(-c3ccc(Cl)c(Cl)c3)c(OC)c1)[C@H]1C(=O)N(C)C(=O)[C@H]12 | 5% | . | ? | -5% | 2% | . | . | -20 | 0.0% | 11 | 13
CCOP(=O)(OCC)C(C)(C)NC(=O)C(Cl)(Cl)Cl | 20% | 2% | -1% | 2% | 0% | 1% | 2 | -1 | 0.0% | 18 | 9
CCOC(=O)C1(CCOc2ccccc2)CCN(C2Cc3ccccc3C2)CC1 | -5% | 0% | 1% | 2% | 3% | 1% | -3 | -11 | -0.2% | -4 | -121*
N[C@@H](Cn1oc(=O)[nH]c1=O)C(=O)O | 4% | . | . | 5% | . | . | -3 | -1 | . | 7 | 12
Cc1ccc(C(=O)N2CCCC(CCC(=O)N3CCN(c4ccccn4)CC3)C2)s1 (centres undefined) | -4% | -1% | ? | 4% | 0% | 2% | 0 | -7 | -0.2% | 10 | -18
O=P(Oc1ccccc1)(Oc1ccccc1)c1ccccc1 | -4% | 3% | -10% | -12% | -6% | -11% | 0 | -1 | -0.4% | -25 | 0
COc1ccc(C=C2C(=O)N(C)C(=O)N(C)C2=O)cc1COc1ccc(NC(C)=O)cc1 | -4% | 9% | ? | 0% | 1% | 3% | -3 | 7 | 0.4% | 3 | -4
O=C(O)c1ccc(-[n+]2c(-c3ccccc3)cc(-c3ccccc3)cc2-c2ccccc2)cc1 | 11% | . | -4% | -3% | 1% | . | . | -2 | -0.5% | 11 | -1
CN1CCC(N(C)c2ccc(C(N)=O)cc2[N+](=O)[O-])CC1 | -12% | 15% | 0% | 0% | 1% | -3% | 2 | -1 | -0.9% | -28 | 11
CCCCCn1c(=O)c(C(=O)Nc2c(C)n(C)n(-c3ccccc3)c2=O)c(O)c2ccccc21 | 6% | 4% | -8% | 3% | 0% | -8% | 0 | -24 | -0.3% | 12 | -8
OCC[N+]12CCC(CC1)C(C(O)(c1ccccc1)c1ccccc1)C2 (centres undefined) | 2% | -2% | 5% | 12% | -1% | -1% | 0 | 2 | -0.1% | -1 | -8
CCOc1ccc(-n2c(O)c(N=Nc3c(C)n(C)n(-c4ccccc4)c3=O)c(=O)[nH]c2=O)cc1 | -1% | 1% | 7% | -2% | 2% | 13% | 0 | 3 | -0.2% | ? | -2
CCCSc1nc(O)c(CC)c(=O)n1C(C)CC (centres undefined) | 18% | -2% | 10% | . | 0% | 7% | -15 | -6 | -0.3% | 24 | 2
CN1CCN(c2ncnc3ccc(Br)cc23)CC1 | 2% | 3% | -1% | 2% | 1% | -2% | 2 | 5 | -0.6% | 12 | 8

Laid out differently: results already given
structure	Eya2 phos inh	GALK inhibitor	Chronic BCR inh	uPA surface inh	USP2a block	PKM2 act	Coupling enz	hERG WT inh	B2AR arrestin	Giardia killer	KCNH2 3.1 inh
COc1ccc(Cn2c(O)c(/C=N/NC(=O)c3ccccc3)c(=O)[nH]c2=O)cc1	1%	0%	?	-11%	2%	7%	10	-5	8.4%	1	-3
CN1C(=O)C(Cc2cccc3ccccc23)C(=O)N(C)C1=O	9%	2%	?	2%	0%	-9%	-21	-2	-0.2%	14	-9
COc1ccc(-n2nc(C(=O)NCC(=O)N3CCC4(CC3)OCCO4)c3ccccc3c2=O)cc1OC	-7%	0%	0%	-9%	-1%	0%	2	-3	-0.2%	0	-23

Continuation:
SMILES | Eya2 phos inh | GALK inhibitor | Chronic BCR inh | uPA surface inh | USP2a block | PKM2 act | Coupling enz | hERG WT inh | B2AR arrestin | Giardia killer | KCNH2 3.1 inh
CCOC(=O)c1nc2ccccc2c(=O)n1-c1ccc(C)cc1C | -13% | 0% | 2% | -3% | -3% | 7% | 4 | -1 | -0.5% | -7 | -1
CC(C)=CCOc1c2occc2cc2ccc(=O)oc12 | ? | . | 6% | -17% | 0% | 0% | -17&-15 | -12 | -0.6% | -23 | 0
O=C(NCc1cccnc1)C(Cl)(Cl)Cl | 4% | 1% | -2% | 4% | 5% | -6% | 0 | 3 | ? | -2 | -3
O=P1(Nc2cccnc2)COc2ccccc2OC1 | -6% | -6% | -2% | 4% | -1% | -5% | 0 | 14 | 0.4% | -3 | -17
COc1ccc(Cl)cc1NC1=NCC(C)S1 (centres undefined) | 10% | 1% | 0% | 2% | 0% | 1% | -4 | 5 | -0.2% | -3 | 0
CNP(=S)(NC)OCCOc1ccc(OC)cc1 | 8% | 10% | 3% | 3% | 2% | 3% | 1 | 1 | -0.2% | -5 | -8
N=C1c2ccccc2CN1NC(=O)c1ccc(Br)o1 | 3% | 8% | -7% | ? | 3% | -7% | 0 | 0 | 1.0% | -5 | 2
O=C1/C(=C\c2ccc(Cl)cc2Cl)N2CCC1CC2 | 14% | 0% | ? | -11% | -3% | 5% | 0 | -1 | -0.2% | -2 | 3
CCOC(=O)C1(c2ccccc2)CCN(CCC(=O)Nc2ccc(C(=O)OC)cc2)CC1 | -1% | . | 7% | ? | 0% | . | . | 18 | -0.2% | 0 | -40
CC(=O)N1CN2CN(C(C)=O)CC(C(=O)c3ccc([N+](=O)[O-])cc3)(C2)C1 | 7% | 5% | -1% | 0% | -1% | -1% | 1 | 3 | -1.1% | -23 | -22
CN(C)c1ccc(/C=C2\C(=O)NC(=O)N(CCc3ccc(F)cc3)C2=O)cc1 | 9% | 5% | 0% | -3% | 0% | 4% | 6 | -6 | 0.1% | -15 | 30
O=C(Nc1ccc2ccccc2c1)N1C[C@H]2C[C@@H](C1)c1cccc(=O)n1C2 | 12% | 5% | 1% | -12% | 0% | -11% | -2 | 3 | -1.0% | 5 | 22
CCOc1ccc2[nH]c(=O)c(CN(CCO)C3(c4nnnn4C4CCCCC4)CCCCC3)cc2c1 | -2% | 2% | 7% | -3% | 0% | -5% | -7 | -11 | -0.4% | -16 | 4
N#CC1(c2ccccc2)CCN(C2CC(=O)N(c3ccc4c(c3)OCO4)C2=O)CC1 (centres undefined) | -7% | -1% | 2% | 13% | -1% | 13% | 1 | . | 0.0% | 10 | 14
COc1ccc(CCn2c(O)c(C=Nc3ccccc3F)c(=O)[nH]c2=O)cc1OC | 16% | -1% | ? | 4% | 2% | 1% | -1 | -1 | -0.3% | 13 | -3

The list is partial. The share of hits here may be higher or lower than overall.
